TRPN1 ag: agonists of zebrafish TRPN1 channel | HEK293 zebrafish TRPN1-YFP, Fluo-8 calcium fluorescence; 100% = response to 87 µM carbachol | 220,000 tested, 0.18% active | activation, % at 3 µM;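 active = activation above its plate's cutoff, the mean activation of test wells on that plate plus 3 SD, cut at about 19% in these data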;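 note: 0% = DMSO alone and 100% = 87 µM carbachol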
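Control set: carbachol 87 µM as high control, DMSO as low control; system: HEK293 stable line with zebrafish TRPN1-YFP; read-out: % activation versus carbachol response; detection: intracellular calcium fluorescence with Fluo-8; doses: single test compound dose, 3 µM nominal, 0.3% DMSO; schedule: dye 1 h 37 °C plus 30 min RT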
S1P4 ag: activates the human S1P4 receptor | O95977 | S1P4-expressing cell line, agonist reporter assay | activation, % at 4.98 µM | 220,000 tested, 0.35% active; in the data active = activation above about 11%;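 note: 0% = DMSO vehicle and 100% = reference agonist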
NPY-Y2 PAM-ag: potentiates or activates human NPY-Y2 receptor; P49146; activation, % at 3.6 µM; AID 1359; 220,000 tested, 0.45% active; cells expressing NPY-Y2, potentiator/agonist read-out; in the data active = activation above about 27%;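 note: cells stimulated with NPY near EC25 plus isoproterenol at EC100; 0% = vehicle plus submaximal agonist and 100% = vehicle plus saturating agonist; some results beyond the cut were filed as inactive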
S1P4 antag: human S1P4 receptor antagonism | O95977 | S1P4-expressing cells, antagonist mode, reporter read-out | inhibition, % at 4.98 µM | 220,000 tested, 0.26% active | AID 1510; in the data active = inhibition above about 29%;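 note: 0% = wells stimulated with agonist and 100% = vehicle wells without agonist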
NPY-Y1 PAM-ag: potentiates or activates human NPY-Y1 receptor | activation, % at 3.6 µM | 220,000 tested, 0.37% active | AID 1304 | NPY-Y1 expressing cells, potentiator/agonist activation; in the data active = activation above about 33%, passing the limit was not always enough;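 note: cells stimulated with NPY at EC10 then isoproterenol at EC100; 0% = low agonist plus stimulus and 100% = saturating agonist plus stimulus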
Target sequence (P25929 whole entry, looked up): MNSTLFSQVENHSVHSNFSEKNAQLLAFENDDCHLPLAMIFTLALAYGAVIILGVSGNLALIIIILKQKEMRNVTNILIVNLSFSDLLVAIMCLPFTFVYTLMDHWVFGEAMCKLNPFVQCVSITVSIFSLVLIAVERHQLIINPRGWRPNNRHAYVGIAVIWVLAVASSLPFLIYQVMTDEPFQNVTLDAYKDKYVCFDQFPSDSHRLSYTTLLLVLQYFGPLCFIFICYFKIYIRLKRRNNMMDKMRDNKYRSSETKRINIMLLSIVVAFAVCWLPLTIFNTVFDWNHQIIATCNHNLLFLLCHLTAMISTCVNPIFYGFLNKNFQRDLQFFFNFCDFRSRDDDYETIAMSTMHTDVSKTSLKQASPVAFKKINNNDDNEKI
EP2 mod: modulators of human EP2 prostaglandin E2 receptor; induction, % at 25 µM; 260,000 tested, 0.83% active; P43116; AID 940; EP2-expressing cells, cAMP HTRF FRET, PGE2 co-stimulation;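 active = compounds whose cAMP rise, as percent of the full-agonist control response, exceeds 60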;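 note: rat C6 glioma line stably carrying human EP2 under a CMV promoter; the protocol text gives 20 µM as final concentration; 100% = response of wells given 1 µM PGE2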
TRPML3 agonist: activates the human TRPML3 channel. HEK293 TRPML3-YFP, Fluo-8 calcium fluorescence; 100% = the carbachol control signal. Q8TDD5. activation, % at 3 µM. AID 1448. 220,000 tested, 0.29% active;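 active = activation above its plate's cutoff, the mean activation of the plate's test wells plus 3 SD, cut at about 12% in these data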;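 note: 0% = DMSO only wells and 100% = carbachol wells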
Target sequence (Q8TDD5 whole entry, looked up): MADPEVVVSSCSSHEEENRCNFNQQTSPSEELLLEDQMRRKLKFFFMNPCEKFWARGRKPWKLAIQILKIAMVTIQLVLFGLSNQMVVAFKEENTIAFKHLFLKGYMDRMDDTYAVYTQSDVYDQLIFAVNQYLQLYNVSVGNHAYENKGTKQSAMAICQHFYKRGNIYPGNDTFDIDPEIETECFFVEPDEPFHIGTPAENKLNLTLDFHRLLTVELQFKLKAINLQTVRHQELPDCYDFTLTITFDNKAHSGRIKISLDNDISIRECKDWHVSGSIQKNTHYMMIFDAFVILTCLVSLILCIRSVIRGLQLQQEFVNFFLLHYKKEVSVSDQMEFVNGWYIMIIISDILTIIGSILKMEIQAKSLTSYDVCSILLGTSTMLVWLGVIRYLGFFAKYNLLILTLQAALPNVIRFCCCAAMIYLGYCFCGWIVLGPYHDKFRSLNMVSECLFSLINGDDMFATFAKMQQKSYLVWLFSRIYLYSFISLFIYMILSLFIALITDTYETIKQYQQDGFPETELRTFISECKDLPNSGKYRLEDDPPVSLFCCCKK
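Test system: TRPML3-YFP stable HEK293 cells. Doses: single point at 3 µM. Incubation: dye loading 1 h 37 °C then 30 min ambient, 125 s read. Signal: Fluo-8 calcium dye fluorescence, ex 470-495, em 515-575 nm. Measure: percent activation from peak-to-basal fluorescence ratio, scaled between DMSO and carbachol.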
CHOP inh: CHOP inhibition in unfolded protein response | 220,000 tested, 3.8% active | inhibition, % at 10 µM | AID 2732 | CHO-K1 CHOP-promoter luciferase, tunicamycin-induced, 15-18 h;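 active = compounds that reduced the stress-induced luciferase reporter signal by more than about 70% of percent inhibition, limit read from the data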;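 note: 0% = tunicamycin plus vehicle and 100% = wells without tunicamycin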
NPY Y1 blocker: NPY-Y1 (human) receptor antagonism | 200,000 tested, 1% active | P25929 | inhibition, % at 3.6 µM | HEK293-CNG Y1 cells, membrane potential fluorescence; NPY at EC95, then isoproterenol | AID 1040;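 active = inhibition above the campaign mean inhibition of all tested compounds plus 3 SD, cut at about 20% in these data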;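 note: 0% = DMSO wells given NPY plus isoproterenol and 100% = isoproterenol alone without NPY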
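Material: Y1- and CNG-channel-expressing HEK293 cells / Probe or stimulus: NPY 25 nM then isoproterenol 1 µM plus Ro 20-1724 25 µM / Doses: 3.6 µM single dose, DMSO 0.4% / Schedule: compound incubation 1 h at room temperature, readout 45 min post-stimulation / Signal: membrane potential fluorescence / Benchmarks: isoproterenol-only wells as full block versus NPY-plus-isoproterenol wells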
* marks the source's active call; other numbers are inactive results; x = not tested or not shown; & = joins results of further samples.

[1] Cc1ccc(C(=O)N/N=C2\SCC(=O)N2c2cc(C)ccc2C)cc1
[2] COCCNc1nc(-c2ccccc2)nc2c1oc1ccccc12
[3] COc1cc(-c2nc3cnccn3c2Nc2ccccc2)ccc1O
[4] Cc1nc(-c2ccc(S(=O)(=O)NCC3CCN(C(=O)OC(C)(C)C)CC3)s2)cs1
[5] N#Cc1ccc(NC(=O)C2CC(c3ccc(F)cc3)=NO2)cc1 (configuration not stated)
[6] Cc1cccc(-c2noc(CN(C(=O)/C=C/c3ccccc3Cl)C(C)C)n2)c1
[7] CC1(C)CC(=O)c2cc(C(=O)NCc3ccco3)c(=O)n(-c3ccc(Cl)cc3)c2C1
[8] C/C(CC(O)(/C=N/O)c1ccccc1)=N\O (configuration not stated)
[9] O=C(CCSc1nnc2ccccn12)Nc1ccc(F)cc1
[10] COc1ccc(-c2cc(CNC(C)=O)on2)cc1
assay / entry,1,2,3,4,5,6,7,8,9,10
TRPN1 ag,-1.3,-2.0,0.7,3.3,-0.1,0.7,0.4,1.5,-0.2,0.9
S1P4 ag,1.9,2.1,-0.1,0.1,-0.7,-0.5,-0.5,0.1,0.9,-1.0
NPY-Y2 PAM-ag,-13,-18,9,-23,-11,-14,-23,16,12,8
S1P4 antag,3,-9,-4,-2,5,-3,6,-11,15,-18
NPY-Y1 PAM-ag,-10,-25,7,-14,-6,-12,-39,12,-5,6
EP2 mod,-5,53,-42,-52,6,8,9,25,30,-1
TRPML3 agonist,1.4,-0.6,0.2,1.9,-0.4,0.2,-0.2,1.1,-0.3,0.7
CHOP inh,75*,37,17,13,23,45,33,57,6,-1
NPY Y1 blocker,8,x,-1,x,-4,18,11,0,8,2

[11] CCCn1nnc(NC(=O)c2ccc(Cl)cc2Cl)n1
[12] CCC(C(=O)NCc1ccco1)N(C(=O)CNS(=O)(=O)c1ccc(C)cc1)c1ccccc1OC (configuration not stated)
[13] COc1ccccc1-c1ccc(SCC(=O)NCCc2ccccc2)nn1
[14] CC(C)C(=O)N(Cc1cc2ccccc2[nH]c1=O)C(C)C
[15] CC(=O)Nc1ccc(/C=N/Nc2ccc(C(=O)c3c(C)cc4ccccn34)cc2[N+](=O)[O-])cc1
[16] C=CC[C@H]1Cc2c(cccc2[N+](=O)[O-])[C@H](CC=C)N1
[17] NC1=NC(=O)/C(=C\C=C\c2ccccc2)S1
[18] O=C(Nc1ccc(C(=O)O)cc1)/C(=C/c1cccc(Br)c1)NC(=O)c1ccco1
[19] O=C(NCc1ccccc1)c1ccc(F)c(S(=O)(=O)N2CCOCC2)c1
[20] COc1ccc(-c2cc(C(F)(F)F)nc(NC3CCCC3)n2)cc1OC
assay / entry,11,12,13,14,15,16,17,18,19,20
TRPN1 ag,0.2,-1.5,-0.7,-0.6,-0.1,-1.5,-1.7,0.6,1.5,-0.9
S1P4 ag,0.1,-2.6,-0.1,3.5,-0.7,-0.3,-0.8,1.0,-0.4,-0.5
NPY-Y2 PAM-ag,19,-3,-1,-2,-2,19,-11,-5,0,-17
S1P4 antag,-12,3,-13,-20,-10,9,-14,-20,16,-15
NPY-Y1 PAM-ag,17,-49,-12,9,39,22,10,16,-6,-34
EP2 mod,19&-39,3,2,43,-1,29,-11,63*,-17,68*
TRPML3 agonist,0.7,-0.2,-0.5,-0.4,0.0,0.7,-0.1,0.4,0.1,0.1
CHOP inh,10,10,-2,-9,17,-9,28,-2,5,73*
NPY Y1 blocker,-4,5,1,-3,x,-1,-2,6,-7,17

[21] Cc1ccc(/C=N/Nc2nc(N3CCCCC3)nc(N3CCCCC3)n2)o1
[22] CC(C)(C)NC(=O)C(=O)NN=C1CCCCCC1
[23] CCNc1nnc(-c2ccc(C)cc2)o1
[24] CN(C)C(=S)Nn1c(-c2ccccc2)nc2ccccc2c1=O
[25] Cc1ccc(CC(=O)NCCC(=O)O)cc1
[26] O=P(OC1CCCCC1)(OC1CCCCC1)C(O)c1ccccc1 (configuration not stated)
[27] CC(=O)Nc1ccc(-c2csc(NCc3ccccc3)n2)cc1
[28] COc1ccccc1CN1CCN(Cc2nc(Cc3ccccc3)no2)CC1
[29] COc1cccc(CN2CCC(C(=O)N3CCN(c4ccccc4F)CC3)CC2)c1OC
[30] COc1ccccc1OCCC(=O)OCC(=O)Nc1cccc(Br)c1
assay / entry,21,22,23,24,25,26,27,28,29,30
TRPN1 ag,-0.4,-0.6,-0.4,0.2,1.0,-1.0,2.4,0.7,-0.5,-0.3
S1P4 ag,0.8,-0.2,0.0,0.3,0.6,0.0,1.8,-0.5,-0.2,-1.8
NPY-Y2 PAM-ag,3,6,9,3,2,2,4,-12,-18,0
S1P4 antag,2,-13,7,-16,13,0,-9,11,-2,-7
NPY-Y1 PAM-ag,-3,13,-10,-7,8,-9,9,9,-19,0
EP2 mod,-32,24,6,21,21,56,-63,0,-55,-19
TRPML3 agonist,0.4,1.2,0.2,0.4,0.5,4.8,0.4,0.6,0.9,0.2
CHOP inh,18,-8,13,-9,-31,34,29,35,0,11
NPY Y1 blocker,1,2,4,2,x,12,-7,7,11,3

[31] CCCCC(=O)O[C@H]1CC[C@H]2[C@@H]3CCc4cc(O)ccc4[C@H]3CC[C@]12C
[32] CN(C)c1cc(Cl)c2nonc2c1N
[33] COc1ccc(/C=N/NC(=O)CCn2c3ccccc3c3ccccc32)cc1O
[34] CCOc1ccccc1N1CCN(C(=O)/C=C/c2cccc([N+](=O)[O-])c2)CC1
[35] O=C(c1ccncc1)N1CCN(C(=O)c2ccncc2)CC1
[36] COC(=O)c1cc(-c2ccccc2)on1
[37] CCCOc1cc(C)c(S(=O)(=O)n2ccc(C)n2)cc1C
[38] CC1(C)CC(=O)C2=C(C1)N(c1ccccc1)C(=O)CC2c1ccsc1 (configuration not stated)
[39] CC1CN(Cc2nc3c(c(=O)n(C)c(=O)n3C)n2CCCc2ccccc2)CC(C)O1 (configuration not stated)
[40] COc1ccc2c3c([nH]c2c1)C1(NCC3)C(=O)Nc2ccccc21 (configuration not stated)
assay / entry,31,32,33,34,35,36,37,38,39,40
TRPN1 ag,-0.4,2.0,1.4,-3.2,0.4,1.4,-3.0,1.2,-0.2,1.9
S1P4 ag,1.6,-0.8,0.4,-1.1,0.0,-1.3,-5.4,5.4,0.8,0.7
NPY-Y2 PAM-ag,3,22,-5,-22,-13,-13,-8,2,-1,7
S1P4 antag,-19,-6,-17,-14,-1,-16,-7,-28,-14,-4
NPY-Y1 PAM-ag,-8,12,-4,4,-11,-16,-6,2,-3,-6
EP2 mod,34,-15,-19,15,4,31,24,9,x,-15
TRPML3 agonist,-0.1,-0.1,0.3,-1.1,0.2,-1.4,-0.4,0.0,0.6,0.5
CHOP inh,24,11,41,16,8,-21,93*,-15,x,20
NPY Y1 blocker,5,x,1,5,-3,2,-2,-4,0,x

Arranged by SMILES length (ascending): some entries from above
[32] CN(C)c1cc(Cl)c2nonc2c1N
[8] C/C(CC(O)(/C=N/O)c1ccccc1)=N\O (configuration not stated)
[17] NC1=NC(=O)/C(=C\C=C\c2ccccc2)S1
[19] O=C(NCc1ccccc1)c1ccc(F)c(S(=O)(=O)N2CCOCC2)c1
[18] O=C(Nc1ccc(C(=O)O)cc1)/C(=C/c1cccc(Br)c1)NC(=O)c1ccco1
assay / entry,32,8,17,19,18
TRPN1 ag,2.0,1.5,-1.7,1.5,0.6
S1P4 ag,-0.8,0.1,-0.8,-0.4,1.0
NPY-Y2 PAM-ag,22,16,-11,0,-5
S1P4 antag,-6,-11,-14,16,-20
NPY-Y1 PAM-ag,12,12,10,-6,16
EP2 mod,-15,25,-11,-17,63*
TRPML3 agonist,-0.1,1.1,-0.1,0.1,0.4
CHOP inh,11,57,28,5,-2
NPY Y1 blocker,x,0,-2,-7,6

The list continues:
[41] Cc1ccc(NC(=O)c2cccc(S(=O)(=O)N(C)c3ccccc3)c2)cc1S(=O)(=O)N1CCOCC1
[42] CCSc1nnc(NC(=O)c2ccc(S(=O)(=O)N(C)C)cc2)s1
[43] CCN1CCN(C(=O)CN(c2ccc(F)c(Cl)c2)S(C)(=O)=O)CC1
[44] O=C(N/N=C/c1ccc(Cl)cc1)c1sccc1OCc1ccc(F)cc1
[45] Cc1ccc(S(=O)(=O)NCC(=O)OCC(=O)c2c(N)n(C)c(=O)n(C)c2=O)cc1
[46] O=C(Oc1ccc(Cl)c2cccnc12)c1cccc([N+](=O)[O-])c1
[47] CCCOc1ccc(C(=O)NCc2cccnc2)cc1
[48] COc1ccc(/C(C)=N/Nc2ccccc2Cl)c(O)c1
[49] O=C(Nc1ccccc1)c1sc(N2CCOCC2)nc1-c1ccccc1
[50] Cc1ccc2cc(C#N)c(N3CCCN(S(=O)(=O)c4ccccc4)CC3)nc2c1
assay / entry,41,42,43,44,45,46,47,48,49,50
TRPN1 ag,0.6,-0.6,1.4,-0.5,-0.7,1.2,0.8,-0.5,-0.3,0.0
S1P4 ag,0.4,1.1,2.8,0.7,2.4,0.7,1.2,0.1,-1.7,-0.6
NPY-Y2 PAM-ag,9,12,6,-153,14,6,-7,-10,-17,5
S1P4 antag,6,-10,-2,-14,-19,-18,10,11,-16,4
NPY-Y1 PAM-ag,13,1,8,-227,15,0,11,-7,-5,-5
EP2 mod,-4,22,10,34,7,-6,15&-12,18,26,12&18
TRPML3 agonist,1.3,1.2,0.5,-0.4,1.3,0.6,0.2,-0.3,-0.9,0.5
CHOP inh,43,-8,19,-7,2,50,-15,-5,24,8
NPY Y1 blocker,-3,-1,-1,109*,6,1,-2,x,4,5

The final 2 compounds of the part before are carried over, then new ones follow:
[49] O=C(Nc1ccccc1)c1sc(N2CCOCC2)nc1-c1ccccc1
[50] Cc1ccc2cc(C#N)c(N3CCCN(S(=O)(=O)c4ccccc4)CC3)nc2c1
[51] COc1ccc(-c2csc(N3C(=N)SCC3=O)n2)cc1
[52] CC(C)CCOc1cccc(OCC(=O)NC2CCS(=O)(=O)C2)c1 (configuration not stated)
[53] C=CCNC(=O)C1CCN(S(=O)(=O)CC)CC1
[54] Cn1cc(C(=O)NCCO)c(=O)c2ccccc21
assay / entry,49,50,51,52,53,54
TRPN1 ag,-0.3,0.0,0.1,1.4,2.1,1.2
S1P4 ag,-1.7,-0.6,-1.5,1.9,0.1,1.0
NPY-Y2 PAM-ag,-17,5,-8,20,-2,-9
S1P4 antag,-16,4,-11,-18,-5,-7
NPY-Y1 PAM-ag,-5,-5,3,12,-12,3
EP2 mod,26,12&18,-38,-5,10,8
TRPML3 agonist,-0.9,0.5,0.1,0.0,1.1,0.7
CHOP inh,24,8,-13,15,-2,9
NPY Y1 blocker,4,5,5,-4,0,3

Screening data deposited in PubChem BioAssay by several laboratories.
